KCNQ2 inh = KCNQ2 potassium channel inhibitors, primary screen, cell-based, CHO-K1, FluxOR thallium flux, B-score (AID 2156); Potassium voltage-gated channel subfamily KQT member 2 (Rattus norvegicus), O88943; 20 min; stronger effect = lower value; B-score at 10 µM; 1.1% of 310,000 active;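 active = fluorescence ratio B-score at most minus 3 library SDs, with starting brightness B-score within 2 library SDs, cut at about -5.5 in these data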
Target sequence (O88943 whole entry, looked up): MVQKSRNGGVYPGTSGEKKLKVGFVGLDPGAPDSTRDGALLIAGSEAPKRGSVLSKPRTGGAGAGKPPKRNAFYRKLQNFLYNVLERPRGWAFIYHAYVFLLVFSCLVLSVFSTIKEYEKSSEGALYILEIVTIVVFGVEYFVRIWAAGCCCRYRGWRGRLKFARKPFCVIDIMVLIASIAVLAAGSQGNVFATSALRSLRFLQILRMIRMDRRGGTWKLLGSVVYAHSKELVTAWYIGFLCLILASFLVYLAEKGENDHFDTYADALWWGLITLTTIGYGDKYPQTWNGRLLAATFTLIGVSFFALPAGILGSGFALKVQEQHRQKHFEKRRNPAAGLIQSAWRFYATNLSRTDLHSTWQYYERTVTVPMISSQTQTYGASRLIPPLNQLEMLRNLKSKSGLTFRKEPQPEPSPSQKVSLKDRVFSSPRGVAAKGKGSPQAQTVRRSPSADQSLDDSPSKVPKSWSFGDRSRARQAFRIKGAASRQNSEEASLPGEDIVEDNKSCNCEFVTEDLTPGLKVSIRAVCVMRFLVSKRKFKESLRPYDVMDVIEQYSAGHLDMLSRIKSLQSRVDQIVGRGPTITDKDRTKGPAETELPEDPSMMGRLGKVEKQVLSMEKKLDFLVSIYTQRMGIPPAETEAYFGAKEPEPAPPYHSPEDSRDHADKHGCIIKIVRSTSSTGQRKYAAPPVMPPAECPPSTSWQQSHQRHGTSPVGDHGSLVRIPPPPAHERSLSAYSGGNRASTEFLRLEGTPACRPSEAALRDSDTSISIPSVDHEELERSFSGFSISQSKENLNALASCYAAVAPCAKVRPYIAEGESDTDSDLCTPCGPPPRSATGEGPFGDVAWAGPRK
Kir21 block = inhibitors of mouse Kir2.1 inward-rectifier potassium channel; 0.85% of 310,000 active; B-score at 10 µM; HEK293-Kir2.1, FluxOR thallium flux fluorescence; stronger effect = lower value; Inward rectifier potassium channel 2 (Mus musculus), P35561;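 active = fluorescence ratio B-score at or below minus 3 SD of library scores, with starting-brightness B-score within 2 SD, cut at about -4.2 in these data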;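 note: channel flux triggered by added potassium and thallium sulfate stimulus; B-score of peak minus minimum fluorescence over baseline after thallium stimulus; more negative B-score means stronger Kir2.1 block with less thallium influx; some compounds called inactive have numbers as strong as hits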
* = called active by the depositor; i = inactive.

SMILES	KCNQ2 inh	Kir21 block
C=CCOc1c(CCC)cc(CCC)cc1C(N)=O	i	-2.8
COc1ccc(Br)cc1/C=N/Nc1cccc(C(=O)O)c1	i	4
CCc1ccc(NC(=O)CSc2nc3n[nH]c(C)c3c(=N)n2-c2cccc(OC)c2)cc1	i	0.39
O=C(CCNc1cc(Cl)cc(Cl)c1)c1ccco1	i	0.14
COC(=O)c1c(NC(=O)c2ccc(C)c(S(=O)(=O)Nc3ccccc3C)c2)sc2c1CCCC2	i	1.3
CCOC(=O)N/N=C1\CCS(=O)(=O)c2ccc(Cl)cc21	i	2.1
Cn1c(N)c(N2CCN(c3ccccc3)CC2)c(=O)[nH]c1=O	i	1.3
COCC1CCN(C(=O)c2ccc3oc(Cc4ccc(Cl)cc4)nc3c2)C1 (stereo unspecified)	i	0.32
CCNC(=S)SCCOc1ccc(C)cc1	i	0.15
c1cncc(-c2nc(NCc3ccco3)c3ccccc3n2)c1	i	2.3
O=C(CSc1nc2ccccc2o1)Nc1cc(C(F)(F)F)ccc1N1CCOCC1	i	1.4
COc1ccc2nc(C)cc(Nc3ccc(N4CCOCC4)cc3)c2c1	i	0.1
Cc1ccc(NC(=O)COC(=O)C2CC2C)c(S(=O)(=O)N2CCCCC2)c1 (stereo unspecified)	i	1.9
Cc1nc(C(C)NC(=O)CCc2nnc(CCCc3ccccc3)o2)c(C)s1 (stereo unspecified)	i	-0.28
O=C(NCCCN1CCN(Cc2ccccc2Cl)CC1)Nc1ccccc1	i	-0.15
NC(N)=NC1=NC(=O)C(Cc2ccccc2)S1 (stereo unspecified)	i	1.3
COc1ccc(N2CCN(c3nc(Nc4ccc(C)c(F)c4)nc(N4CCCC4)n3)CC2)cc1	i	1.4
O=C(NCC(O)c1ccccc1)c1ccc(Cl)c(S(=O)(=O)N2CCCCC2)c1 (stereo unspecified)	i	1.2
CC(C)(C)OC(=O)NCCCC1=CC2=CC(=O)C(C)(OC(=O)C3CCCC3)C(=O)C2=CO1 (stereo unspecified)	i	-1.2
COc1cccc(NC(=O)CN2C(=O)COc3ccc(C)cc32)c1	i	-1.7
C/C(CC(C)(C)C1CCCCC1)=N\NC(N)=S	i	-2.6
CCS(=O)(=O)Nc1cccc(C2=NN(C(=O)c3ccco3)C(c3ccco3)C2)c1 (stereo unspecified)	i	3.3
O=C(Nc1ccc(N2CCN(C(=O)c3ccco3)CC2)cc1)c1ccccc1	i	0.58
O=C(O)c1ccc2nc(-c3ccccc3)sc2c1	i	-2.4
O=C(CCc1ccc(S(=O)(=O)N2CCOCC2)cc1)Nc1cc(Cl)ccc1N1CCOCC1	i	2.2
N#Cc1c(Nc2ccccc2)sc(C(=O)c2ccccc2)c1N	i	-2
Cc1c(NC(=O)COC(=O)CCC(=O)c2ccc(Cl)cc2)c(=O)n(-c2ccccc2)n1C	i	1.1
Cc1ccc2oc(-c3ccc(NC(=O)c4ccc5c(c4)OCO5)cc3)nc2c1	i	0.52
Cc1nnc(-c2cnn(C)c2N)n1CCCN(C)C	i	1
CS(=O)(=O)N(CC(=O)NC1CCCCC1)Cc1ccc(Cl)cc1	i	1.9
CCOc1ccc(NC(=O)CSc2nc(C3CC3)nc3ccccc23)cc1	i	0.16
Cc1cccc(NC(=O)CSc2nc(N)cc(N)n2)c1	i	0
CC(C)CC1NC(=S)N(Cc2ccccc2)C1=O (stereo unspecified)	i	0.21
COC(=O)c1cccc(NC(=O)c2onc3c2CCCC3)c1	i	-0.33
Cc1cccc(/C(N)=N/OC(=O)c2cccc3ccccc23)c1	-5.7*	0.22
O=C(NCc1cccnc1)C(=O)NC1CCCCC1	i	1.3
CN1CCN(C2=NC(=O)/C(=C/c3ccccc3OS(=O)(=O)c3ccccc3)S2)CC1	i	0.35
Cc1ccc(S(=O)(=O)n2nc(OC(=O)c3cccc(F)c3)cc2N)cc1	i	0.5
CCOC(=O)c1c(NC(=O)c2ccccc2)sc2c(O)c(CN(CC)CC)ccc12	i	0.67
O=C(/C=C/Nc1ccc(F)cc1F)c1ccco1	i	0.11
COc1cccc(NC(=O)CN(C)C(=O)c2cn(-c3ccccc3)nc2-c2cccs2)c1	i	-0.16
C[C@H](NC(=O)NCCc1ccccc1)C(=O)O	i	-1.7
O=[N+]([O-])c1cc(C(F)(F)F)ccc1NCCCN1CCOCC1	i	-0.34
CN(C)c1ccc(/C=C/C=N/Nc2nc(N3CCOCC3)nc(N3CCOCC3)n2)cc1	i	0.23
COCCOC(=O)C1=C(C)NC2=C(C(=O)CCC2)C1c1cc2c(cc1Br)OCO2 (stereo unspecified)	i	1.2
O=C(Nc1ccc(S(=O)(=O)N2CCOCC2)cc1)c1cccs1	i	0.42
Fc1ccc(COc2ccc(-c3nnco3)cc2)c(Cl)c1	i	-0.26
CCOC(=O)C1C(C)=CC(=O)CC1c1ccco1 (stereo unspecified)	i	1.9
CCOc1ccccc1NC(=O)Cn1nnc(C(=O)NCCc2ccc(OC)c(OC)c2)c1N	i	-0.62
Cn1ncc(Br)c1C(=O)N1CCN(C(=O)c2ccco2)CC1	i	1.5
CC(C)(C)NC(=O)CN(C(=O)C(=O)Nc1ccc2c(c1)OCCO2)C(C)(C)C	i	0.69
CCn1c(SCc2nc3ccccc3[nH]2)nnc1-c1ccc(OC)cc1	i	-0.83
Cc1nc(NC(=O)CN2CCOCC2)sc1C(=O)N(C)C	i	0.97
CCc1ccc(CNc2ccc3c(c2)ncn3CC)cc1	i	-0.44
COc1ccc(OC)c(NC(=O)CSC2=C(C#N)C(c3ccco3)C3=C(CCCC3=O)N2)c1 (stereo unspecified)	i	0.88
CCN(CC)S(=O)(=O)c1ccc(NC(=O)C2c3ccccc3Oc3ccccc32)cc1	i	0.36
NC(=S)Cc1nc(-c2ccc(Cl)cc2)cs1	i	-0.99
CCc1nc2ccccc2c(C(=O)Oc2ccc(C(=O)OC)cc2)c1C	i	-0.34
CCOc1cc(/C=N/NC(=O)c2nn(C)cc2Br)ccc1OCc1ccccc1	i	-0.01
CCOC(=O)c1ccc(N2C(=O)C3ON(c4ccccc4)C(c4ccco4)C3C2=O)cc1 (stereo unspecified)	i	0.03

Further entries follow:
SMILES	KCNQ2 inh	Kir21 block
COc1ccc(Cl)cc1NC(=O)CCN1CCOCC1	i	-0.04
O=C(Nc1ccc2nc3n(c(=O)c2c1)CCCCC3)c1ccccc1[N+](=O)[O-]	i	-0.76
CC(Sc1nnc(-c2cccnc2)n1-c1ccccc1)C(=O)NCc1ccc2c(c1)OCO2 (stereo unspecified)	i	2.3
Nc1nc(SCC(=O)Nc2ccccc2Sc2ccccc2)n[nH]1	i	-2.2
CC(CNc1ccc([N+](=O)[O-])cc1)NC(=O)c1ccccc1Br (stereo unspecified)	i	-0.23
COc1cccc(CNS(=O)(=O)c2c(C)nc3sccn3c2=O)c1	i	0.09
O=C1CSC(c2ccc(Cl)cc2)N1Nc1nc(N2CCOCC2)nc(N2CCOCC2)n1 (stereo unspecified)	i	1
COC(=O)Cc1nc(Nc2ccccc2)sc1C	i	-0.68
CC(=O)c1ccc(NC(=O)c2cc(C)nc3ccccc23)cc1	i	-0.84
CCOC(=O)C1CCN(Cc2ccccc2C(F)(F)F)CC1	i	-0.68
COc1ccc(C(C(=O)NCC2CCCO2)N(Cc2ccccc2)C(=O)c2snc(C(N)=O)c2N)cc1OC (stereo unspecified)	i	2.1
O=C(O)/C=C/C(=O)N1CCN(c2ccccc2F)CC1	i	0.34
COc1ccccc1NC(=O)CSc1nnc(Cc2ccccc2)o1	i	0.41
Cc1ccc(Cl)cc1N1CCN(C(=O)Cc2c(C(=O)O)[nH]c3ccccc23)CC1	i	1
CC1(C)CC(=O)C2=C(C1)NC1=C(C(=O)c3ccccc31)C2c1ccc(O)cc1 (stereo unspecified)	i	-0.01
COc1ccccc1CNC(=O)C1CCN(S(=O)(=O)c2ccc3c(c2)NC(=O)CO3)CC1	i	0.08
CCOC(=O)c1cnn(CCOC(=O)c2ccc(F)cc2)c1NC(=O)c1ccc(F)cc1	i	0.52
COc1ccc(C(=O)NNC(=O)C2CCCO2)cc1 (stereo unspecified)	i	-1.9
C[C@H]1CN=C2N(CCNC(=O)CCC3CCCCC3)[C@H](Cc3ccc(O)cc3)CN21	i	2.4
O=C(Nc1ccccc1Cl)N1CCCN(c2nc(-c3ccccc3)ns2)CC1	i	-0.06
O=C(CN(C(=O)CNC(=O)c1cccs1)c1cccc(F)c1)NC1CCCC1	i	-0.05
COC(=O)CNC(=O)c1ccccc1	i	0.3
O=C(N/N=C/c1ccc(F)cc1)c1cccc(NC(=O)c2ccccc2Cl)c1	i	-0.77
Brc1ccccc1-n1nnc(-c2cnc3ccccc3c2)n1	i	0.87
COc1cccc(CC(=O)OC(C)C(=O)NCc2ccc3c(c2)OCO3)c1 (stereo unspecified)	i	-1.7
O=C(CC1Sc2ccccc2NC1=O)c1ccc(Br)cc1 (stereo unspecified)	i	0.29
Cn1cc(C(=O)NC2CCCCC2)c(=O)c2cc(S(=O)(=O)N3CCCC3)ccc21	i	0.53
O=C(NC(Cc1ccc(F)cc1)C(=O)O)c1ccccc1 (stereo unspecified)	i	-0.37
CN(C(=O)COC(=O)CSc1ccc(C(N)=O)cc1[N+](=O)[O-])C1CCS(=O)(=O)C1 (stereo unspecified)	i	-0.11
O=C(NCC1CCCO1)c1ccc(COc2ccccc2)o1 (stereo unspecified)	i	-0.01

Next section
Under each structure: KCNQ2 inh, Kir21 block
> O=C(NCC1CCCO1)c1cc(-c2ccncc2)nc2ccc(S(=O)(=O)N3CCOCC3)cc12 (stereo unspecified)
    i, 2.3
> CCOC(=O)CSc1nc(C)c2ccc(C)cc2n1
    i, 0.98
> Cc1ccnc(NC(=O)Cc2ccc([N+](=O)[O-])cc2)c1
    i, 0.02
> COc1cc(/C=C/C(=O)c2ccc(F)cc2)cc(OC)c1OC
    i, -0.24
> Cc1cc2ccccc2n2c(SCC(=O)Nc3ccc(S(=O)(=O)N4CCCCC4)cc3)nnc12
    i, 0.01
> Cc1cc(/C=C(\C#N)C(=O)O)c(C)n1C1CC1
    i, 0.06
> Cc1ccc(C(=O)N2CCN=C2SCc2ccc([N+](=O)[O-])cc2)cc1
    i, -0.05
> CCCCNC(=O)CC1C(=O)N(Cc2ccccc2)C(C)c2nc3ccccc3n21 (stereo unspecified)
    i, 0.26
> Cc1nc(C2CCC3C4CCC5=CC(=O)CC[C@]5(C)C4CC[C@]23C)cs1 (stereo partly specified)
    i, -1.1
> CCC(=O)Nc1ccc2nc(C)n(Cc3ccccc3Cl)c(=O)c2c1
    i, 2.2
> COc1ccccc1-c1cc(C(F)(F)F)n2ncc(S(=O)(=O)c3ccccc3)c2n1
    i, -3.1
> Cc1ccc(-c2nnc(COC(=O)c3cc(=O)[nH]c4ccccc34)o2)cc1
    i, 0.57
> N#Cc1c(/N=C/c2ccc(-c3ccccc3C(=O)O)o2)sc2c1CCCC2
    i, 0.44
> CCc1ccccc1NCc1cc(=O)oc2cc(C)ccc12
    i, 0.37
> COc1cc(C)c(C)cc1S(=O)(=O)n1c(C)nc2ccccc21
    i, -5.1*

Complete entries from above. Order of values: KCNQ2 inh, Kir21 block
Listed for CCC(=O)Nc1ccc2nc(C)n(Cc3ccccc3Cl)c(=O)c2c1 : i, 2.2
Listed for CCCCNC(=O)CC1C(=O)N(Cc2ccccc2)C(C)c2nc3ccccc3n21 (stereo unspecified) : i, 0.26
Listed for O=C(NCC1CCCO1)c1cc(-c2ccncc2)nc2ccc(S(=O)(=O)N3CCOCC3)cc12 (stereo unspecified) : i, 2.3
Listed for COc1ccccc1-c1cc(C(F)(F)F)n2ncc(S(=O)(=O)c3ccccc3)c2n1 : i, -3.1
Listed for Cc1ccc(C(=O)N2CCN=C2SCc2ccc([N+](=O)[O-])cc2)cc1 : i, -0.05

Following part
Under each structure: KCNQ2 inh, Kir21 block
> Cc1cccc(C)c1NC(=O)C(C)c1ccc(-c2ccccc2)c(F)c1 (stereo unspecified)
    i, -1.5
> CC1CCCN(CCCNC(=O)c2ccc(N3CCCC3=O)cc2)C1 (stereo unspecified)
    i, 0.42
> O=C(O)C1C(c2ccccc2)C(C(=O)OCc2ccco2)C1c1ccccc1 (stereo unspecified)
    i, 1.7
> COc1ccc([N+](=O)[O-])cc1NC(=O)CCN1CCN(CCO)CC1
    i, -0.66
> COC(=O)/C(=N/Nc1ccccc1OC)N1CCCc2ccccc21
    i, 1.5
> Cc1ccc(N(CN2C(=O)NC(C)(C)C2=O)CN2C(=O)NC(C)(C)C2=O)cc1
    i, 0.91
> CCOC(=O)CNC(=O)c1cccnc1
    i, 0.53
> COc1cc(C(=O)O/N=C(\N)c2ccccn2)cc(OC)c1OC
    i, 1.7
> O=C(/C=C/c1cccc(F)c1)NCCCn1ccnc1
    i, -1.7
> CCOC(=O)Cc1csc(NC(=O)c2c(-c3ccccc3)noc2C)n1
    i, -1.5
> COc1ccc(CCNC(=O)c2c(-c3ccccc3)noc2C)cc1OC
    i, -0.5
> CCCCOc1ccc(N2CC(C(=O)NCc3ccco3)CC2=O)cc1 (stereo unspecified)
    i, 0.6
> CCCCC(=O)NC(=S)NNC(=O)CC
    i, -0.19
> COc1ccc2nc(SCC(=O)N(C)CC(=O)Nc3ccc(F)cc3)[nH]c2c1
    i, 0.2
